Compound activity (PubChem BioAssay)
IL-2 act – IL-2 activation; IL-2 activation reporter assay, cell-based qHTS; stimulated with anti-CD3/CD4/CD28 beads; in transgenic mouse T cells; activation, % (series mostly up to about 46 µM); 360,000 tested, 0.065% active; AID 652025; in the data active = activation above about 50%; inconclusive = mostly about 30% to 49%; also: 0% is about no effect
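Screening format: compound pinned onto unstimulated transgenic mouse T cells, 60 min incubation, then anti-CD3/anti-CD4/anti-CD28 bead stimulation for 18 hours at 37 degrees C, followed by EGFP and DsRed detection.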
HepG2 viability – counter-screen for TGF-b inhibitors: cytotoxicity in HepG2 cells; HepG2 CAGA-GFP viability, ATP luminescence, 18 h; Potency, µM (doses to about 46.1 µM), inactives show at the highest dose activity change, negative = cytotoxicity, actives largely listed as cytotoxic; 410,000 tested, 0.76% active; also: potency is read from the fitted curve at half-maximal effect; some results filed as inactive show a strong effect at the top dose
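CellTiter-Glo luminescence gave cytotoxicity after 18 hours at 37 degrees C. The cells were HepG2 CAGA-GFP in 1% FBS DMEM, stimulated with 500 pg/mL TGF-beta after compound addition. %Activity was normalised to no-cell wells (complete cell-killing) and DMSO (no toxicity), and curves were fitted and classified.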
Nrf2 block – Nrf2 pathway inhibition; Potency, µM (doses to about 46 µM), for inactives: at the highest dose activity change, negative = inhibition, most hits filed as inhibitors; A549 ARE-Fluc reporter, luciferase luminescence, 18-24 h; 360,000 tested, 2.1% active; also: potency is read from the fitted curve at half-maximal effect; % is scaled to controls: 0 for no effect and ±100 for the full control effect; nearly all actives have a fitted effect of over 60% in size
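Two sequential reads on A549 ARE_Fluc cells exposed to compound for 18-24 h: a CellTiter-Fluor fluorescence read for viability, then a luciferase luminescence read for Nrf2/ARE activity.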
S2 tox – cell viability loss in ATXN counter-screen | 400,000 tested, 0.49% active | S2 cells (HEK-293 line with an ATXN2-luciferase reporter) viability, CellTiter-Fluor protease fluorescence, 24 h | Potency, µM (series often up to 56.7 µM), actives largely listed as cytotoxic; also: potency is read from the fitted curve at half-maximal effect; nearly all actives have a fitted effect of over 40% in size
EPAC2 agonist – EPAC2 (human) agonism; EPAC2 activation, biochemical qHTS; response scale: 100% = 6.5 mM cAMP response; Q8WZA2; AID 720711; Potency, µM (series often up to 154 µM), without a hit: at the highest dose activation, actives largely listed as activators; 360,000 tested, 0.079% active; also: potency is read from the fitted curve at half-maximal effect; nearly all actives have a fitted effect of over 50% in size
Target sequence (Q8WZA2 whole entry, looked up): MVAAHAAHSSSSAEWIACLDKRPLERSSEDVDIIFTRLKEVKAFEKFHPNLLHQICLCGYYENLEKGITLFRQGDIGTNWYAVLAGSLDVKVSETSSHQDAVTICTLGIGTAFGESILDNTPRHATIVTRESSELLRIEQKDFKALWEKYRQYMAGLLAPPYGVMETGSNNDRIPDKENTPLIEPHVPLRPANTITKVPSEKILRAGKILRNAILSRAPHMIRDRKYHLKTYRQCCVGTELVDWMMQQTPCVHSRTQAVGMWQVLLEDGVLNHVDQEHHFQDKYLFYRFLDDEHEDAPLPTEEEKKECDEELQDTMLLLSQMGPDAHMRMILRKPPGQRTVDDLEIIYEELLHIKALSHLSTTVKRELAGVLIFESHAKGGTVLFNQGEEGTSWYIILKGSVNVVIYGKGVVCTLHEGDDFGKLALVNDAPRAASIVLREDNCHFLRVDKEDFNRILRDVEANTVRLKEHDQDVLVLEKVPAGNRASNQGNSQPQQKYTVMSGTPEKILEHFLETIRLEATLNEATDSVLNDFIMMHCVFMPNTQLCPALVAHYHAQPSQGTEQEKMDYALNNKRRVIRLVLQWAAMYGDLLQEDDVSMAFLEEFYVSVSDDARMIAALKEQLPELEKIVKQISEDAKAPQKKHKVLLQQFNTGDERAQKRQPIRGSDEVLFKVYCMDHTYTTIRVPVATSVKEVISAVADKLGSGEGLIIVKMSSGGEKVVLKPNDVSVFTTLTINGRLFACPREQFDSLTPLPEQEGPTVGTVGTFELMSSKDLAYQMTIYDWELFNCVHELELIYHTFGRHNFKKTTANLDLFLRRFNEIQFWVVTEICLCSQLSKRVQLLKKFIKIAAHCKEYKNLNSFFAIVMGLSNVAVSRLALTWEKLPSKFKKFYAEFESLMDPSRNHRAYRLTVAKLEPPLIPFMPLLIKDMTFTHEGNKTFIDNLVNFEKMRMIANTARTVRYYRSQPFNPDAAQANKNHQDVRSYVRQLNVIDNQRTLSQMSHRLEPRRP
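Setup: EPAC2 100 nM, labeled Rap1B complex 250 nM, free GDP 50 uM. Compound titrations pinned in, brief spin, 5 min room temperature incubation. Kinetic fluorescence read over 30 min, normalized to 6.5 mM cAMP.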
Nrf2 activator – activates Nrf2 signaling | Potency, µM (titrated, usually from 46.1 µM), inactives show at the highest dose activation, actives largely listed as activators | AREc32 ARE-luciferase reporter (MCF7-derived line), luminescence, 24 h | 410,000 tested, 0.31% active | AID 624171; also: potency is read from the fitted curve at half-maximal effect; % of control where 0% means no effect; nearly all actives have a fitted effect of over 65% in size
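AREc32_Fluc, 1000 cells/well, OPTI-MEM + 5% FBS, o/n 37 deg C 5% CO2; 23 nL cpd by pin tool, 24 hr; Steady-Glo 30 min RT, luminescence.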
TGFb SMAD3 inh – TGF-b pathway inhibition. HepG2 CAGA-GFP TGF-b/SMAD3 reporter, GFP fluorescence, 18 h; TGF-beta stimulated, 500 pg/mL final. Potency, µM (series often up to 46.1 µM), without a hit: top-dose activity, negative = inhibition, actives largely listed as inhibitors. 410,000 tested, 1.2% active; also: potency is read from the fitted curve at half-maximal effect; % is scaled to controls: 0 for no effect and ±100 for the full control effect; nearly all actives have a fitted effect of over 65% in size
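Inhibition was scored as loss of TGF-beta-induced (500 pg/mL final, 18 hours, 37 degrees C) GFP in HEPG2 cells carrying a CAGA-GFP reporter, in DMEM with 1% FBS. Well GFP was summed per cell; Activity was normalised to unstimulated and stimulated DMSO wells, then concentration-response fitting.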
A549 viability – kills or reduces viability of A549 cells in Nrf2 counter-screen; Potency, µM (top dose mostly 46 µM), inactives show at the highest dose activity change, negative = cytotoxicity, usual class: inhibitors; A549 ARE-Fluc cells, CellTiter-Fluor viability, 18-24 h; 390,000 tested, 0.16% active; also: potency is read from the fitted curve at half-maximal effect; % is scaled to controls: 0 for no effect and ±100 for the full control effect
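A549 ARE-Fluc cells in 5% FBS OPTI-MEM, 5000 cells/well, rested 2 h then exposed to compounds in concentration-response for 18-24 h at 37 °C. Viability by CellTiter-Fluor fluorescence (Ex 405/Em 525) after 30 min; luciferase luminescence (BugLite, 15 min, RT) read afterwards.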
ATXN2 expr inh – reduces ATXN2 reporter expression in HEK-293 cells. HEK-293 ATXN2-luciferase reporter, luminescence, 24 h. Potency, µM (doses to about 57 µM), for inactives: at the top dose activity change, negative = inhibition, actives largely listed as inhibitors. 360,000 tested, 0.72% active. AID 1745845; also: potency is read from the fitted curve at half-maximal effect; % is scaled to controls: 0 for no effect and ±100 for the full control effect; nearly all actives have a fitted effect of over 55% in size
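qHTS (up to 57 uM final) was run with 24 h compound exposure of reporter cells at 37 °C. Each well was multiplexed: SteadyGlo luminescence measured ATXN2-luciferase expression after a fluorogenic Gly-Phe-AFC viability readout (25 uM final).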
The depositor's hits bear a star; i = inactive; ? = inconclusive; / = no result given; [ ] = remark or other dose. Unless noted, calls follow the shape of the dose curve; as a rule, active = well fitted curve in the direction sought with a large enough effect; inconclusive = small, poorly fitted or top-dose-only effect, or another doubt; inactive = no such curve, though single readings can be large; an effect the other way counts as inactive or inconclusive.

The opening 5 entries as a preview:
#1 O=C(c1ccccc1OCc1ccc(Cl)cc1)N1CCN(c2ccccn2)CC1
#2 CN(CC(=O)Nc1ccc2c(c1)OCCO2)S(=O)(=O)c1cccc2cccnc12
#3 COc1cc2c(=O)n(Cc3ccccc3Cl)c(=O)n(CC(=O)Nc3ccc(C)c(C)c3)c2cc1OC
#4 O=C(CS(=O)(=O)c1ccccc1)Nc1ccccn1
#5 CC1(C)CC2CC(C)(CN2C(=O)c2cc(-c3ccccc3O)on2)C1 (stereo not given)

screen / no.	1	2	3	4	5
TGFb SMAD3 inh	-19%	8%	0%	26%	1%
A549 viability	2%	0%	0%	-3%	-1%
S2 tox	i	?	i	i	i
Nrf2 block	-4%	2%	2%	-14%	?
Nrf2 activator	3.2%	0.1%	-2.0%	1.0%	1.1%
EPAC2 agonist	18%	11%	/	1%	-4%
ATXN2 expr inh	-35%	1%	-9%	/	15%
IL-2 act	-1.0	1.7	/	-0.1	-1.4
HepG2 viability	-4%	-9%	1%	0%	7%

Results, previewed entries included:
#1 O=C(c1ccccc1OCc1ccc(Cl)cc1)N1CCN(c2ccccn2)CC1
#2 CN(CC(=O)Nc1ccc2c(c1)OCCO2)S(=O)(=O)c1cccc2cccnc12
#3 COc1cc2c(=O)n(Cc3ccccc3Cl)c(=O)n(CC(=O)Nc3ccc(C)c(C)c3)c2cc1OC
#4 O=C(CS(=O)(=O)c1ccccc1)Nc1ccccn1
#5 CC1(C)CC2CC(C)(CN2C(=O)c2cc(-c3ccccc3O)on2)C1 (stereo not given)
#6 COc1ccc(N2C(=O)c3ccccc3NC2c2ccc(OC)c(CSc3ccccn3)c2)cc1 (stereo not given)
#7 COc1c([N+](=O)[O-])cc(C(=O)NNC(=O)c2ccc(C)cc2)cc1[N+](=O)[O-]
#8 Cc1ccc(NC(=O)COC(=O)CN2CCSC2=O)cc1Cl

screen / no.	1	2	3	4	5	6	7	8
TGFb SMAD3 inh	-19%	8%	0%	26%	1%	-14%	3%	2%
A549 viability	2%	0%	0%	-3%	-1%	-1%[1.84 µM]	-10%	/
S2 tox	i	?	i	i	i	i	i	i
Nrf2 block	-4%	2%	2%	-14%	?	11%	-2%	/
Nrf2 activator	3.2%	0.1%	-2.0%	1.0%	1.1%	4.2%	-0.5%	-0.2%
EPAC2 agonist	18%	11%	/	1%	-4%	-4%	2%	4%
ATXN2 expr inh	-35%	1%	-9%	/	15%	6%	9%	/
IL-2 act	-1.0	1.7	/	-0.1	-1.4	-1.8	-2.0	-2.7
HepG2 viability	-4%	-9%	1%	0%	7%	-33%	5%	5%

Overlap with the part before: 3 compounds, then new ones.
#6 COc1ccc(N2C(=O)c3ccccc3NC2c2ccc(OC)c(CSc3ccccn3)c2)cc1 (stereo not given)
#7 COc1c([N+](=O)[O-])cc(C(=O)NNC(=O)c2ccc(C)cc2)cc1[N+](=O)[O-]
#8 Cc1ccc(NC(=O)COC(=O)CN2CCSC2=O)cc1Cl
#9 COCCn1c(COc2ccc(OC)cc2)nc2ccccc21
#10 O=C(CNC(=O)c1cccc(S(=O)(=O)N2CCc3ccccc32)c1)Nc1ccc(F)c(F)c1F
#11 COc1cc(CN2C(=O)C(C)ON=C2c2cccs2)cc(OC)c1 (stereo not given)
#12 Cc1ccc(S(=O)(=O)Nc2nc3ccccc3nc2N2CCN(c3ccccc3F)CC2)cc1
#13 CCCCCCn1c(N)c(C#N)c2ccc([N+](=O)[O-])cc2c1=O
#14 O=C(O)CCC(=O)N1CCN(c2ncccn2)CC1
#15 Cc1ccc([C@H]2C[C@H](O)[C@@H](n3cc(C4CC4)nn3)CN2Cc2cccs2)cc1
#16 COC(=O)[C@H](Cc1c[nH]c2ccccc12)NC(=O)CCCc1c[nH]c2ccccc12

screen / no.	6	7	8	9	10	11	12	13	14	15	16
TGFb SMAD3 inh	-14%	3%	2%	-48%	0%	-20%	?	0%	6%	?	-29%
A549 viability	-1%[1.84 µM]	-10%	/	10%	-12%	/	2%	0%	0%	/	-5%
S2 tox	i	i	i	i	?	i	i	i	i	/	i
Nrf2 block	11%	-2%	/	10%	?	/	/	-12%	-20%	/	-8%
Nrf2 activator	4.2%	-0.5%	-0.2%	3.0%	0.1%	-1.1%	-0.9%	0.6%	0.4%	-2.4%	0.0%
EPAC2 agonist	-4%	2%	4%	9%	3%	7%	4%	-9%	-3%	7%	8%
ATXN2 expr inh	6%	9%	/	54%[activator]	45%[activator]	6%	?	/	2%	0%	-7%
IL-2 act	-1.8	-2.0	-2.7	-1.2	0.3	0.3	0.7	-2.5	-1.7	-2.4	0.2
HepG2 viability	-33%	5%	5%	-30%	-23%	3%	-35%	-21%	0%	-112%	-31%

#17 O=S1(=O)[C@H]2C[C@@H]3C=C[C@@]2(CN1Cc1ccccc1F)O3
#18 O=C(NCCCN1CCCC1=O)c1csc2ccccc12
#19 COc1cccc(NC(=O)CSc2nnc(CN3CCOCC3)n2C)c1
#20 COCCNc1nc2nonc2nc1N1C[C@H]2CC[C@H]1C2
#21 COCCn1c(=NC(=O)CCS(=O)(=O)c2ccccc2)sc2cc(C(=O)OC)ccc21
#22 CCCNc1nc(NCC)nc(OC)n1
#23 CN(C)CC1(c2ccccc2)CCCC1
#24 Cc1nc(NCc2ccccc2)sc1C(=O)Nc1ccccc1

screen / no.	17	18	19	20	21	22	23	24
TGFb SMAD3 inh	12%	9%	3%	15%	8%	7%	-2%	5%
A549 viability	-2%	-11%	0%	7%	-2%	-13%	-3%	0%
S2 tox	i	i	i	i	i	i	i	i
Nrf2 block	8%	19%	-12%	14%	-14%	?	5%	4%
Nrf2 activator	-1.1%	0.3%	0.2%	-0.4%	-0.5%	-0.5%	-0.8%	3.6%
EPAC2 agonist	2%	-2%	0%	7%	1%	-19%	0%	-11%
ATXN2 expr inh	4%	14%	-2%	-7%	8%	6%	6%	18%
IL-2 act	0.9	-0.9	-0.1	-0.5	-0.1	-0.2	0.6	-2.2
HepG2 viability	-7%	2%	9%	-2%	6%	-17%	3%	6%

#25 COc1ccc(NC(=O)c2nc[nH]c2C(=O)Nc2ccccc2C)cc1
#26 O=C(NC(=O)c1ccccc1)OCC1CCCN2CCCCC12 (stereo not given)
#27 Cc1cc2ccccc2nc1-c1ccccc1F
#28 NC(=O)C(CCCCN1CCCCC1)(c1ccccc1)c1ccccc1

screen / no.	25	26	27	28
TGFb SMAD3 inh	-4%	3%	-4%	-4%
A549 viability	?	0%	?	1%
S2 tox	i	i	?	i
Nrf2 block	?	19%	13%	5%
Nrf2 activator	-0.1%	0.1%	2.3%	-0.5%
EPAC2 agonist	-81%[15.6 µM]	-2%	1%	-1%
ATXN2 expr inh	-35%	5%	9%	5%
IL-2 act	-0.3	2.5	-0.4	-1.6
HepG2 viability	1%	1%	-7%	-1%
